PP1 inh – PP1-alpha phosphatase inhibitors, primary screen, counter-screen for PP5 inhibitor project, biochemical, fluorescence, OMFP substrate, single point; Serine/threonine-protein phosphatase PP1-alpha catalytic subunit (Homo sapiens), P62136; purified PP1alpha; inhibition, % at 6.7 µM; 320,000 tested, 0.9% active; AID 2235, 2010;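 active means inhibition above the mean inhibition of all tested compounds plus 3 SD, computed separately for each screening campaign, cut at about 15% in these data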
Target sequence (P62136 whole entry, looked up): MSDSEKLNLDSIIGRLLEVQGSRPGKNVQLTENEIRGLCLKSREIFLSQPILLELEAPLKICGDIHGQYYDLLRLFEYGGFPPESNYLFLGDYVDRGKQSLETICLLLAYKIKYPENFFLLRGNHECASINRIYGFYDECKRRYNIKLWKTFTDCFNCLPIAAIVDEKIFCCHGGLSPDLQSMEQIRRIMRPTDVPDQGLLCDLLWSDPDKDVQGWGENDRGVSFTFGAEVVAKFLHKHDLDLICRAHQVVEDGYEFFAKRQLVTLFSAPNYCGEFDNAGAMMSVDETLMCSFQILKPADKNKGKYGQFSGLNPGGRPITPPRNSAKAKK
Efflux pump mplx – inhibitors of Candida efflux pumps in yeast, primary screen, S. cerevisiae, Nile Red, multiplex | S. cerevisiae Candida pump triplex | inhibition, % at 10 µM | 330,000 tested, 0.44% active;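 active means plate passing quality check with inhibition over a set limit, or well fluorescence over plate mean plus 4 SD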;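 further: Nile Red retained in pooled yeast measured as flow cytometry median fluorescence; 0% = buffer negative control and 100% = Enniatin B positive control; higher means more Nile Red kept so more efflux inhibition; some compounds called inactive have numbers as strong as hits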
HCV core dimer – inhibitors of HCV core protein dimerization, primary screen, biochemical, TR-FRET, high-throughput | 300,000 tested, 0.33% active | inhibition, % at 5 µM | AID 1899, 2009 | TR-FRET GST/Flag-core106 dimerization, 1536-well;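 active means inhibition above the mean of all tested compounds plus 3 SD, set per screening campaign, cut at about 45% in these data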
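Material: Tagged HCV core106 pair (GST and Flag) | Amount: GST-core106 13.5 nM, Flag-core106 17 nM | Medium: KF-containing HEPES buffer, pH 7.45, DTT, CHAPS, BSA | Reagent: Eu donor and XL665 acceptor anti-tag antibodies | Schedule: 4 h at 22.5 °C | Technique: Time-resolved FRET, ex 340 nm, em 617 and 671 nm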
LYPLA2 inh – LYPLA2 inhibitors, primary screen, counter-screen for PME1 inhibitor project, biochemical, fluorescence polarization, FP-Rh probe ABPP; AID 2177, 2009; inhibition, % at 5.9 µM; recombinant LYPLA2; 320,000 tested, 0.38% active; Acyl-protein thioesterase 2 (Homo sapiens), O95372;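 active means inhibition above the screen-wide mean plus 3 SD, limit set per campaign, cut at about 26% in these data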;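 further: 0% = LYPLA2 with DMSO and 100% = wells lacking LYPLA2 enzyme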
Target sequence (O95372 whole entry, looked up): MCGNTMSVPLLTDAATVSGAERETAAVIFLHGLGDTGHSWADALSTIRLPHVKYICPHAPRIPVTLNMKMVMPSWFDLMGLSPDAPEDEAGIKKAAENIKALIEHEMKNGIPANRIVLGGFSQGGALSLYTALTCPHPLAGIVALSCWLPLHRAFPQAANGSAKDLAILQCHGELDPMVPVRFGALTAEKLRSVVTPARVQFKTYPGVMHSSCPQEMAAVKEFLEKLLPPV
PP5 inh – PP5 phosphatase inhibitors, primary screen, biochemical, fluorescence | Serine/threonine-protein phosphatase 5 (Homo sapiens), P53041 | purified PP5c, OMFP substrate fluorescence | inhibition, % at 6.7 µM | 320,000 tested, 0.18% active | AID 1987, 2009;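 active means inhibition above the campaign's mean inhibition across all tested compounds plus 3 SD, cut at about 9.5% in these data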;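 further: 0% = DMSO only and 100% = 100 µM cantharidin control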
JMJD2C inh – inhibitors of GASC-1 histone demethylase, primary screen, biochemical, fluorescence, DELFIA europium; Lysine-specific demethylase 4C (Homo sapiens), Q9H3R0; GST-JMJD2C(1-420) H3K9me3 demethylation; inhibition, % at 2.35 µM; 330,000 tested, 0.069% active; AID 2099, 2009;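 active means more than half of a compound's replicate wells show inhibition beyond 50%, single wells judged on their own value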;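 further: signal counts dimethyl H3K9 product captured on neutravidin plate; 0% = median of DMSO wells and 100% = 0.3 times that DMSO median; strong numbers were not always called active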
Target sequence (Q9H3R0 1-420 limits assumed): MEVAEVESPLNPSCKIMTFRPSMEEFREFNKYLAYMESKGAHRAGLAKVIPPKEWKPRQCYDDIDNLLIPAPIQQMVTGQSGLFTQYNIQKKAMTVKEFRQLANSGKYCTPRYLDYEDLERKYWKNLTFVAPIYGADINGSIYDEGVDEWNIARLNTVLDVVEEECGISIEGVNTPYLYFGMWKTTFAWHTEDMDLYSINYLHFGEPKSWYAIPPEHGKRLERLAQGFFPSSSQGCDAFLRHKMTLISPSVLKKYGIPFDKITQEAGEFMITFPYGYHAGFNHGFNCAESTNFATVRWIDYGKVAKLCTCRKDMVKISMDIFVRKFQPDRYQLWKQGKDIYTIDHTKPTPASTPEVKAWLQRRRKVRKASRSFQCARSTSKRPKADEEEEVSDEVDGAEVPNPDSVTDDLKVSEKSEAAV
TPT1 inh – Candida albicans TPT1 enzyme inhibitors, primary screen, biochemical, fluorescence polarization; tRNA 2'-phosphotransferase TPT1 (Candida albicans SC5314); recombinant caTPT1, FP RNA substrate dephosphorylation; 300,000 tested, 0.81% active; inhibition, % at 5 µM;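 active means inhibition above the mean of all tested compounds plus 3 SD, set per screening campaign, cut at about 24% in these data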;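 further: plate controls were DMSO alone for no effect and ferristatin control at 100 nM for full effect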
PREPL inh – PREPL enzyme inhibitors, primary screen, biochemical, fluorescence polarization; recombinant PREPL, fluorescence polarization activity-based probe; inhibition, % at 5.96 µM; 320,000 tested, 0.68% active; AID 2751, 2010; in the data active means inhibition above about 43%;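 further: 0% = enzyme with DMSO and 100% = wells lacking enzyme; many of its hits are not listed in these tables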
CTSL1 counter – Fasciola hepatica cathepsin L1 inhibitors, primary screen, counter-screen for PFM18AAP inhibitor project, biochemical, QFRET, fluorogenic peptide substrate. inhibition, % at 5.96 µM. recombinant F. hepatica cathepsin L1, Z-Leu-Arg-MCA fluorescence. 300,000 tested, 0.49% active;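 active means inhibition above the mean of all tested compounds plus 3 SD, set per screening campaign, cut at about 17% in these data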;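 further: 0% = plate median of test compound wells and 100% = 1 µM Z-Phe-Ala-diazomethylketone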
* hit, by the source's call.

For C#Cc1ccc([C@H]2C=C(C(=O)NCc3nc4ccccc4[nH]3)O[C@@H](OCC)[C@@H]2CCCO)cc1 the results were PP1 inh 0.0, Efflux pump mplx 0.2, HCV core dimer 5.6, LYPLA2 inh -17.3, PP5 inh 6.0, JMJD2C inh -11.4, TPT1 inh 2.0, PREPL inh -4.0 and CTSL1 counter -0.2.
For COc1ccc(-n2c(=S)[nH]c3ncccc3c2=O)cc1 the results were PP1 inh -3.2, Efflux pump mplx -0.1, HCV core dimer 1.0, LYPLA2 inh -6.5, PP5 inh -2.6, JMJD2C inh 2.8, TPT1 inh 0.8, PREPL inh -5.7 and CTSL1 counter -2.6.
For C=CCNC(=S)N/N=C/c1ccc(-c2ccc(Br)cc2)o1 the results were PP1 inh 3.1, Efflux pump mplx -1.1, HCV core dimer -1.5, LYPLA2 inh 0.0, PP5 inh -0.4, JMJD2C inh 1.8, TPT1 inh 3.5, PREPL inh 14.1 and CTSL1 counter 2.7.
CC(=O)Nc1ccc(S(=O)(=O)NCCC(=O)NCC2COc3ccccc3O2)cc1 (configuration not stated) was read as PP1 inh -1.5, Efflux pump mplx 0.1, HCV core dimer 0.2, LYPLA2 inh -4.2, PP5 inh 0.5, JMJD2C inh 5.4, TPT1 inh 3.4, PREPL inh -5.6 and CTSL1 counter -1.9.
Cc1c(C(=O)N2CCCC2)sc(NC(=O)c2ccco2)c1C#N was read as PP1 inh -0.5, Efflux pump mplx 0.0, HCV core dimer -1.6, LYPLA2 inh -5.3, PP5 inh 2.3, JMJD2C inh -0.3, TPT1 inh 5.7, PREPL inh 4.6 and CTSL1 counter 3.5.
Screening O=c1[nH]c2ccc(Cl)cc2c(-c2ccccc2)c1N1CCN(c2ccccn2)CC1 returned PP1 inh -1.9, Efflux pump mplx -0.1, HCV core dimer -4.6, LYPLA2 inh 1.8, PP5 inh -1.2, JMJD2C inh -3.3, TPT1 inh -2.1, PREPL inh 11.9 and CTSL1 counter -1.3.
Screening Cc1cc(C)n(-c2ccc(Cl)c(C(=O)O)c2)n1 returned PP1 inh -0.2, Efflux pump mplx -0.1, HCV core dimer -3.5, LYPLA2 inh 3.4, PP5 inh -0.5, JMJD2C inh 14.6, TPT1 inh -1.6, PREPL inh -7.1 and CTSL1 counter -1.2.
O=C(NNC(=O)c1cccs1)c1cccc(F)c1 was read as PP1 inh -3.4, Efflux pump mplx 0.0, HCV core dimer -2.0, LYPLA2 inh -1.1, PP5 inh -1.0, JMJD2C inh -7.0, TPT1 inh -0.4, PREPL inh 0.1 and CTSL1 counter 0.1.
`COC(=O)c1ccccc1CCC(C)=O` gave PP1 inh 5.0, Efflux pump mplx -0.1, HCV core dimer 0.7, LYPLA2 inh -4.5, PP5 inh -3.8, JMJD2C inh 3.1, TPT1 inh -1.9, PREPL inh 9.5 and CTSL1 counter 3.9.
`COCCCNC(=S)Nc1ccc(S(=O)(=O)Nc2cc(OC)nc(OC)n2)cc1` gave PP1 inh -3.4, Efflux pump mplx -0.2, HCV core dimer -3.0, LYPLA2 inh -4.8, PP5 inh -1.0, JMJD2C inh -9.3, TPT1 inh -4.4, PREPL inh 6.8 and CTSL1 counter -0.9.
For O=C(CCC(=O)NNc1nc2ccccc2c2nc(-c3ccccc3)nn12)NCCCN1CCCC1=O the results were PP1 inh -0.7, Efflux pump mplx -0.1, HCV core dimer -2.0, LYPLA2 inh 2.9, PP5 inh 1.9, JMJD2C inh -3.4, TPT1 inh -0.9, PREPL inh -3.6 and CTSL1 counter 1.0.
For O=C1CC(c2ccccc2F)c2c(c3ccccc3[nH]c2=O)O1 (configuration not stated) the results were PP1 inh -2.0, Efflux pump mplx -0.2, HCV core dimer 1.6, LYPLA2 inh 11.8, PP5 inh 1.7, JMJD2C inh -10.5, TPT1 inh 0.4, PREPL inh -8.4 and CTSL1 counter -5.2.
`COC(=O)CCCCCCCCC(O)CN1CCCCC1` (configuration not stated) gave PP1 inh -1.9, Efflux pump mplx -0.1, HCV core dimer 1.0, LYPLA2 inh 2.8, PP5 inh 1.4, JMJD2C inh -7.3, TPT1 inh 2.3, PREPL inh -1.9 and CTSL1 counter -0.8.
For Cc1cccc(NC(=O)[C@H](NC(=O)[C@@H]2Cc3ccccc3CN2)c2ccccc2)c1 the results were PP1 inh -1.1, Efflux pump mplx 0.0, HCV core dimer -0.1, LYPLA2 inh -6.8, PP5 inh -1.2, JMJD2C inh 4.7, TPT1 inh 1.0, PREPL inh 11.4 and CTSL1 counter -5.4.
For COc1ccc(-c2noc(C3CCCN(C(=O)c4cccc(F)c4)C3)n2)cc1 (configuration not stated) the results were PP1 inh -0.3, Efflux pump mplx -0.1, HCV core dimer 3.3, LYPLA2 inh 4.2, PP5 inh 5.0, JMJD2C inh 4.2, TPT1 inh -1.0, PREPL inh 17.5 and CTSL1 counter 2.6.
O=C(CN1CCN(c2ncccn2)CC1)Nc1ccccc1C(F)(F)F was read as PP1 inh 7.4, Efflux pump mplx -0.1, HCV core dimer -4.9, LYPLA2 inh 4.9, PP5 inh -1.0, JMJD2C inh -2.6, TPT1 inh 1.1, PREPL inh 1.7 and CTSL1 counter 1.1.
`O=S1(=O)N=C2CCCCCN2C(c2ccncc2)N1` (configuration not stated) gave PP1 inh 4.5, Efflux pump mplx 0.0, HCV core dimer -1.8, LYPLA2 inh 3.8, PP5 inh 4.1, JMJD2C inh -23.3, TPT1 inh -8.6, PREPL inh 8.7 and CTSL1 counter -2.0.
Cc1cccc(NC(=S)Nc2ccccn2)c1C was read as PP1 inh 1.9, Efflux pump mplx 0.0, HCV core dimer -2.8, LYPLA2 inh 2.6, PP5 inh -1.9, JMJD2C inh -13.1, TPT1 inh -0.8, PREPL inh 2.3 and CTSL1 counter -0.7.
`Cc1ccc(-n2c(C)nnc2SCC(=O)Nc2ccccc2)cc1` gave PP1 inh -0.9, Efflux pump mplx -0.1, HCV core dimer 1.3, LYPLA2 inh 2.4, PP5 inh -1.6, JMJD2C inh -3.0, TPT1 inh -0.3, PREPL inh -4.3 and CTSL1 counter -0.3.
O=c1[nH]ccc2c([N+](=O)[O-])cccc12 was read as PP1 inh -5.3, Efflux pump mplx -0.1, HCV core dimer -5.8, LYPLA2 inh -1.7, PP5 inh 1.0, JMJD2C inh 1.4, TPT1 inh -3.7, PREPL inh 5.8 and CTSL1 counter 1.0.
`CCOC(=O)c1c(NC(=O)COC(=O)Cn2cnc3c2c(=O)n(C)c(=O)n3C)sc(C)c1CC` gave PP1 inh 2.6, Efflux pump mplx 0.1, HCV core dimer 1.9, LYPLA2 inh 9.8, PP5 inh 2.4, JMJD2C inh 7.0, TPT1 inh -2.8, PREPL inh 10.1 and CTSL1 counter 1.0.
C/C(=N\NC(=O)c1cccc([N+](=O)[O-])c1)c1cccs1 was read as PP1 inh 1.7, Efflux pump mplx -0.2, HCV core dimer -4.3, LYPLA2 inh 0.1, PP5 inh -0.7, JMJD2C inh 2.0, TPT1 inh 0.1, PREPL inh 13.8 and CTSL1 counter 0.9.
`Cc1ccc(C(=O)N/C(=C\c2ccco2)C(=O)NCCCn2ccnc2)cc1C` gave PP1 inh -2.5, Efflux pump mplx -0.1, HCV core dimer -7.4, LYPLA2 inh -4.2, PP5 inh 0.3, JMJD2C inh -5.8, TPT1 inh -3.9, PREPL inh 1.9 and CTSL1 counter 5.4.
For Cc1cc(C(F)(F)F)c(C#N)c(SCC(=O)Nc2nc3ccccc3s2)n1 the results were PP1 inh -1.0, Efflux pump mplx 0.0, HCV core dimer 14.2, LYPLA2 inh -11.5, PP5 inh -0.6, JMJD2C inh 0.7, TPT1 inh 16.0, PREPL inh 10.2 and CTSL1 counter 1.2.
`CCOC(=O)C1=C(O)CSC1=Nc1ccccc1` gave PP1 inh -1.7, Efflux pump mplx 0.0, HCV core dimer 0.4, LYPLA2 inh -7.0, PP5 inh 4.3, JMJD2C inh -1.6, TPT1 inh 26.8*, PREPL inh 0.3 and CTSL1 counter -2.6.
`O=C(Cn1nc([N+](=O)[O-])nc1Br)NC(c1ccccc1)c1ccccc1` gave PP1 inh 0.0, Efflux pump mplx 0.0, HCV core dimer -2.6, LYPLA2 inh 0.4, PP5 inh 0.3, JMJD2C inh -6.4, TPT1 inh -1.0, PREPL inh 1.7 and CTSL1 counter 5.5.
`Cc1sc2nc(Cc3ccccc3)[nH]c(=O)c2c1-c1ccccc1` gave PP1 inh -0.2, Efflux pump mplx 0.0, HCV core dimer -2.2, LYPLA2 inh -10.8, PP5 inh 2.9, JMJD2C inh -10.1, TPT1 inh -4.5, PREPL inh 0.7 and CTSL1 counter -0.5.
Screening COc1ccc(-c2nc(-c3ccccc3OC)no2)cc1OC returned PP1 inh 0.2, Efflux pump mplx 0.2, HCV core dimer 4.6, LYPLA2 inh 5.6, PP5 inh 0.1, TPT1 inh -3.0, PREPL inh 1.3 and CTSL1 counter 1.8.
COC(C[C@H](O)CC(=O)[C@@H](C)OCc1ccccc1)OC was read as PP1 inh -1.6, HCV core dimer 7.7, LYPLA2 inh 4.2, PP5 inh -0.1, JMJD2C inh 1.1, TPT1 inh -2.6, PREPL inh -3.4 and CTSL1 counter 0.2.
`CCOC(=O)c1c(C)n(CCNC(C)=O)c2ccc(OC)cc12` gave PP1 inh -2.2, Efflux pump mplx 0.0, HCV core dimer -2.9, LYPLA2 inh 5.4, PP5 inh 1.0, JMJD2C inh 4.5, TPT1 inh -0.1, PREPL inh 1.9 and CTSL1 counter -4.3.
For CCCS(=O)(=O)N1CCN(C(=O)CCC2CCCC2)CC1 the results were PP1 inh -9.7, Efflux pump mplx 0.1, HCV core dimer 0.2, LYPLA2 inh -1.5, PP5 inh -0.8, JMJD2C inh 5.5, TPT1 inh -1.6, PREPL inh 10.4 and CTSL1 counter 1.7.
`O=C1CC(NS(=O)(=O)c2cccnc2)CN1c1ccc(Cl)cc1` (configuration not stated) gave PP1 inh -6.0, Efflux pump mplx -0.1, HCV core dimer 3.0, LYPLA2 inh 5.0, PP5 inh -2.0, JMJD2C inh -26.1, TPT1 inh 0.1, PREPL inh -13.3 and CTSL1 counter 0.0.
Screening Cc1[nH]n2c(=O)cc(C(C)(C)C)nc2c1-c1ccccc1 returned PP1 inh 23.6*, Efflux pump mplx -0.3, HCV core dimer -2.5, LYPLA2 inh 7.9, PP5 inh 0.7, JMJD2C inh -5.2, TPT1 inh -0.5, PREPL inh 14.7 and CTSL1 counter 4.0.

Assay outcomes: PubChem BioAssay, several laboratories

Only part of the results is shown (hit frequency here may not be typical).
